# HIF act: HIF pathway transcriptional activation; U2OS HRE-luciferase reporter, luminescence; normalized: DMSO 0%, desferrioxamine 100%; activation, % at 7.5 µM (by protocol); 0.32% of 300,000 active; AID 1910;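 active means mean activation of at least 10% of the iron chelator positive control signal, with at least half of replicates also reaching 10%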
# aSyn 5UTR inh: MLPCN primary screen, SNCA 5' untranslated region | alpha-synuclein 5'UTR reporter, inhibitor activity | inhibition, % (tested at 7.5 µM) | 0.82% of 300,000 active; in the data active means inhibition above about 60%;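 further: H4 neuroglioblastoma cells stably carrying SNCA 5'UTR luciferase fusion; 0% = DMSO wells and 100% = positive control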
# HSF1 inh: HSF1 inhibition. NIH3T3-HGL HSE-luciferase, MG132-induced, luminescence 8 h; hits give low values. activity change, negative = inhibition, % at 7.5 µM (by protocol). 0.77% of 300,000 active. AID 2098;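 active means more than half of replicate wells show activity change below -50%, luminescence cut by over half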;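 further: luciferase reports HSF-1 transcriptional activity via heat shock element; 0% = median of DMSO wells and -100% = zero luminescence signal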
# KLF5 inh: kruppel-like factor 5 inhibition; DLD-1 KLF5 promoter-luciferase reporter, luminescence; inhibition, % at 5 µM; 0.23% of 290,000 active; AID 1700;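 active means inhibition above a per-plate limit of that plate's mean compound inhibition plus 3 SD, cut at about 60% in these data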;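 further: 0% = DMSO wells and 100% = LY294002 at 200 µM; higher means less KLF5 promoter-driven luciferase light; inactives centre near -14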
# IEC-6 tox: counter-screen for KLF5 inhibitors: cytotoxicity in IEC-6 cells; 0.78% of 290,000 active; IEC-6 cytotoxicity, luminescence viability; inhibition, % at 5 µM; in the data active means inhibition above about 22%;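 further: 0% = plate median of test compound wells and 100% = cytotoxic reference compound wells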
# AI-2 QS modul: modulates the Vibrio harveyi AI-2 quorum sensing system; Vibrio harveyi JMH597 AI-2 luminescence/OD600 ratio, 9 h; hits give low values; strain lacks LuxN and CqsS sensors; 0 = neutral-control median; activity change, % at 7.5 µM; 0.4% of 300,000 active; in the data active means activity change below about -75%, passing the limit was not always enough;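 further: luminescence divided by OD600 gain over 9 h not by final OD600 alone; inactives centre near 13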
# Platelet DG rel: platelet dense granule release activity; human platelet-rich plasma, SFLLRN dense granule ATP release, luminescence; inhibition, %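 (compounds screened at 7.5 µM in platelet-rich plasma)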; 0.22% of 300,000 active;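 active means mean replicate score, as percent of positive control, at or above 50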
# HSP90 inh: HSP90 refolding inhibition in rabbit reticulocyte lysate; luciferase refolding luminescence, 3 h; inhibition, % at 5.6 µM; 0.91% of 290,000 active; AID 1789;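 active means inhibition above the screen-wide mean plus 3 SD, computed separately per campaign, cut at about 16% in these data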;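 further: 0% = DMSO wells and 100% = 60 µM geldanamycin wells; inhibitors lower the luminescence because luciferase stays unfolded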
# SKKanGAS inh: inhibitors of SKKanGAS S. pyogenes growth in kanamycin (SK-promoter or general growth effect); BacTiter-Glo, 6 h; inhibition, % at 7.5 µM; 1.3% of 300,000 active; AID 1662;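 active means mean replicate score, as percent of positive control median, at least 50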;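 further: strain carries kanamycin resistance gene driven by streptokinase promoter and grows in 40 µg/ml kanamycin; loss of luminescence reflects streptokinase promoter inhibition or plain growth inhibition; 0% = median of DMSO wells and 100% = positive control at its reference dose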
# HSF1 activator: increases HSF-1 driven luciferase reporter signal; NIH3T3-HGL HSF-1 luciferase reporter, MG132, 8 h; 100% = twice DMSO control signal; activation, % at 9 µM; 1.7% of 300,000 active;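 active means mean replicate activation of at least 50% with a set share of replicates each reaching 50%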;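 further: 0% = median of the neutral control wells and 100% = twice that signal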
# Starred values were filed as active, the others as inactive; nt = not tested or not shown. Rows were taken by chance; about 6% have a hit in one of these screens.
# Each structure is followed by: KLF5 inh	SKKanGAS inh	aSyn 5UTR inh	Platelet DG rel	HSF1 activator	HSF1 inh	IEC-6 tox	AI-2 QS modul	HIF act	HSP90 inh
> O=S(=O)(c1cccc(-c2n[nH]c(=S)n2C2CCCC2)c1)N1CCOCC1
    -16	-2	1	-1	-9	0	-11	8	-1.2	-2
> Cc1ccc(N(Cc2ccc(C(=O)NN=C3CCN(C)CC3)cc2)S(C)(=O)=O)cc1C
    -43	-2	-10	2	10	11	-1	23	-0.2	0
> CCOC(=O)N1CCC(NC(=O)CSCc2nc(-c3ccc(OCC)cc3)oc2C)CC1
    -1	-5	7	3	34	20	-6	24	-0.3	7
> CCCCC(=O)O
    nt	1	7	0	-5	9	nt	-6	0.2	nt
> CCOc1ccc(-c2nc[nH]c2[N+](=O)[O-])cc1
    -31	-12	21	-7	-2	3	-5	11	0.5	-7
> COc1ccc(/C=C/C(=O)N2CCN(c3ccccn3)CC2)c2ccccc12
    -24	5	22	14	13	-1	-3	30	0.3	3
> COc1ccc(C2=NS(=O)(=O)N(C)C(C(=O)N(C)Cc3ccccc3)=C2)cc1
    -4	-5	-13	0	-2	3	8	20	-0.3	0
> CC(=O)c1c(C)[nH]c(C)c1C(C)=O
    -7	0	9	-2	0	-6	-1	15	-0.2	6
> COc1ccc(Cl)cc1C(=O)Nc1ccc(OCC(=O)N2CCOCC2)cc1
    -19	-5	-47	3	8	5	-2	8	-0.3	-2
> CC(C)NS(=O)(=O)c1ccc(NC(=O)c2cccnc2)cc1
    -11	-2	18	23	-1	0	6	13	-0.1	-4

# Profiles, quoted from the list.
# Entry for COc1ccc(/C=C/C(=O)N2CCN(c3ccccn3)CC2)c2ccccc12 → KLF5 inh = -24; SKKanGAS inh = 5; aSyn 5UTR inh = 22; Platelet DG rel = 14; HSF1 activator = 13; HSF1 inh = -1; IEC-6 tox = -3; AI-2 QS modul = 30; HIF act = 0.3; HSP90 inh = 3
# Entry for COc1ccc(C2=NS(=O)(=O)N(C)C(C(=O)N(C)Cc3ccccc3)=C2)cc1 → KLF5 inh = -4; SKKanGAS inh = -5; aSyn 5UTR inh = -13; Platelet DG rel = 0; HSF1 activator = -2; HSF1 inh = 3; IEC-6 tox = 8; AI-2 QS modul = 20; HIF act = -0.3; HSP90 inh = 0

# Quoted at random: 7 records from the list, in no set order.
# Each structure is followed by: KLF5 inh	SKKanGAS inh	aSyn 5UTR inh	Platelet DG rel	HSF1 activator	HSF1 inh	IEC-6 tox	AI-2 QS modul	HIF act	HSP90 inh
> COc1ccc(Cl)cc1C(=O)Nc1ccc(OCC(=O)N2CCOCC2)cc1
    -19	-5	-47	3	8	5	-2	8	-0.3	-2
> O=S(=O)(c1cccc(-c2n[nH]c(=S)n2C2CCCC2)c1)N1CCOCC1
    -16	-2	1	-1	-9	0	-11	8	-1.2	-2
> Cc1ccc(N(Cc2ccc(C(=O)NN=C3CCN(C)CC3)cc2)S(C)(=O)=O)cc1C
    -43	-2	-10	2	10	11	-1	23	-0.2	0
> CCCCC(=O)O
    nt	1	7	0	-5	9	nt	-6	0.2	nt
> CCOC(=O)N1CCC(NC(=O)CSCc2nc(-c3ccc(OCC)cc3)oc2C)CC1
    -1	-5	7	3	34	20	-6	24	-0.3	7
> CC(=O)c1c(C)[nH]c(C)c1C(C)=O
    -7	0	9	-2	0	-6	-1	15	-0.2	6
> CC(C)NS(=O)(=O)c1ccc(NC(=O)c2cccnc2)cc1
    -11	-2	18	23	-1	0	6	13	-0.1	-4

# Further results follow:
# Each structure is followed by: KLF5 inh	SKKanGAS inh	aSyn 5UTR inh	Platelet DG rel	HSF1 activator	HSF1 inh	IEC-6 tox	AI-2 QS modul	HIF act	HSP90 inh
> COc1cccc(/C=N/NC(=O)CC(=O)NCCc2ccc(OC)c(OC)c2)c1
    -18	-1	6	1	10	4	-11	24	-0.1	0
> O=C(O)CC1S/C(=N/N=C/C=C/c2ccccc2[N+](=O)[O-])NC1=O (centres undefined)
    -37	3	26	-2	0	-3	-3	14	-0.3	-1
> Cc1cc(C(=O)NNC(=O)/C=C/c2ccccc2Cl)c(C)o1
    -20	9	-11	-9	5	4	-3	16	0.3	-2
> CCCNC(=O)c1nc(C)n(-c2cc(Cl)ccc2Cl)n1
    -6	-5	4	4	-6	-1	0	17	-0.3	-2
> COc1cc2cc(C(c3nnnn3C(C)(C)C)N3CCc4ccccc43)c(=O)[nH]c2cc1OC (centres undefined)
    -17	1	19	-1	16	0	-1	12	-0.2	1
> CCc1ccc(OC)c(S(=O)(=O)N2CCN(C(=O)c3ccco3)CC2)c1
    -16	-3	-8	1	-4	-7	2	20	-5.7	-3
> Cc1ccc(C(c2nnnn2CCC(C)C)N2CCN(C)CC2)cc1 (centres undefined)
    16	-4	-6	-3	1	5	0	nt	-0.1	-2
> Cc1nc([N+](=O)[O-])c(Br)n1CC(=O)c1cccc([N+](=O)[O-])c1
    -38	nt	-14	5	102*	75	-1	20	2.4	-1
> Fc1ccccc1-c1csc(-c2cccnc2)n1
    -17	0	-105	1	27	10	2	nt	1.1	-4
> O=C(NNc1ccc([N+](=O)[O-])cc1)c1ccco1
    -30	-3	4	-4	5	6	7	-26	-0.1	1
> Cc1cc(-c2nnc(SCC(=O)Nc3ccccn3)o2)no1
    -22	1	-72	9	-15	4	3	13	-0.4	1
> COc1ccccc1NS(=O)(=O)c1cc(C(=O)NCC2CCCO2)ccc1C (centres undefined)
    nt	-1	-10	nt	-6	-2	nt	25	-0.9	nt
> COc1cccc(NC(=O)Nc2nnc(-c3ccccc3SCc3ccccc3)s2)c1
    8	-5	nt	nt	nt	nt	5	19	nt	1
> O=C(C(Cc1ccccc1)N1C(=O)C2C3CCC(C3)C2C1=O)N1CCCCC1 (centres undefined)
    10	-5	-28	7	-18	-11	-4	17	-0.2	1
> CN(C)c1ccc(/C=N\NC(=O)c2csnn2)cc1
    -89	0	-146	19	14	18	12	21	2.1	11
> CCOC(=O)C1CCN(c2nc(-c3ccc(Br)cc3)nc3ccccc23)CC1
    0	7	-15	-4	-11	-3	15	-3	-0.2	-3
> CC(C)CN(/C=N/c1sc2c(c1C#N)CCCCC2)CC(C)C
    -32	20	1	-1	17	6	-2	28	-0.4	8
> CCc1ccc(NC(=O)c2ccc3c(c2)C(=O)N(CCOC)C3Nc2ccc(CC)cc2)cc1 (centres undefined)
    -2	-2	-33	13	-13	6	1	10	1.7	0
> O/N=C1/CCSc2ccccc21
    -19	-4	-10	3	3	-1	1	4	-0.2	-1
> NC(=O)c1nn2c(C(F)(F)F)cc(-c3ccccc3)nc2c1Br
    -25	3	30	-4	26	1	-6	32	-0.7	-4
> O=C(Nc1c[nH]c(=O)[nH]c1=O)c1ccccc1Cl
    -46	0	22	1	-4	3	-1	24	-2.5	-1
> CCCCNc1oc(-c2cccs2)nc1S(=O)(=O)c1ccccc1
    -16	-5	-15	-9	0	-3	-2	0	-0.3	3
> O=C(NC(=S)Nc1cccc(O)c1)c1ccco1
    -81	4	-131	-1	34	6	-5	26	1.6	0
> O=C(CSc1nnc(CNC(=O)c2cccc(C(F)(F)F)c2)o1)NC1CCCC1
    -17	28	-11	13	-1	-1	-1	13	-0.1	0
> CC1(C)CC2CC(C)(CN2S(=O)(=O)c2ccc(C(=O)Nc3cc(S(=O)(=O)N4CCOCC4)ccc3Cl)cc2)C1 (centres undefined)
    -12	11	4	-1	18	8	0	25	-1.7	-1
> O=C1CN(C(=O)CN2CCCC2)C(c2ccccc2)c2cc(Br)ccc2N1 (centres undefined)
    -10	8	-4	8	38	11	-2	4	-0.4	1
> CC(=O)N1CCc2cc(S(=O)(=O)N3c4ccccc4CC3C)ccc21 (centres undefined)
    -13	1	20	3	2	-8	-1	3	1.2	1
> C/C=C/c1ccc(OCCCCN(C)Cc2ccccc2)c(OC)c1
    -37	2	-29	5	-13	-1	-2	5	-0.2	-5
> N#C/C(=C(/O)c1ccc([N+](=O)[O-])o1)c1nc2ccccc2[nH]1
    -9	72*	20	8	-2	-7	2	23	0.6	0
> CCOC(=O)N1C2=NC(C(=O)OC)=C(C(=O)OC)[C@@H]3Nc4ccccc4[C@]23C[C@H]1C(=O)OC
    nt	-1	5	0	-5	-5	nt	22	-2.1	nt
> Cc1nnc(NC(=O)c2ccc(S(=O)(=O)N3CCOCC3)cc2)s1
    -6	-4	4	8	-14	-8	-5	12	-1.6	-1
> COc1ccc(OCCCC(=O)Nc2ccc(N3CCCCC3)cc2)cc1
    -25	0	5	-10	-1	-1	-1	22	-1.5	4
> CCOc1ccccc1C(=O)Nc1ccc(S(=O)(=O)Nc2nccc(C)n2)cc1
    -4	10	15	1	-1	-8	-3	17	-0.1	1
> Cc1ccc(NS(=O)(=O)c2ccc3c(c2)NC(=O)CO3)cc1C
    -36	-5	20	5	-10	-8	-1	-7	-0.5	0
> Cn1c2c(c(=O)n(C)c1=O)C(c1cccc(F)c1)C(C#N)=C(N)O2 (centres undefined)
    -25	14	-15	-1	30	3	1	13	-0.2	1
> CCN1CCCC1CN(Cc1cc2cc(C)ccc2[nH]c1=O)C(=O)Nc1ccccc1OC (centres undefined)
    -15	6	-10	0	-7	-1	2	14	0.0	0
> COC(=O)C1=C(C)Nc2nnnn2C1c1ccc(Cl)cc1Cl (centres undefined)
    12	3	22	-5	-4	0	-5	18	-0.1	0
> CCOC(=O)Cn1c(=NC(=O)c2nc3ccccc3s2)sc2cc(S(N)(=O)=O)ccc21
    -22	14	17	-1	-6	-8	-6	25	-1.7	3

# An excerpt from above, reduced to KLF5 inh, HSP90 inh and HIF act.
compound | KLF5 inh | HSP90 inh | HIF act
Cc1ccc(NS(=O)(=O)c2ccc3c(c2)NC(=O)CO3)cc1C | -36 | 0 | -0.5
CCc1ccc(NC(=O)c2ccc3c(c2)C(=O)N(CCOC)C3Nc2ccc(CC)cc2)cc1 (centres undefined) | -2 | 0 | 1.7
CC(=O)c1c(C)[nH]c(C)c1C(C)=O | -7 | 6 | -0.2

# Screens as filed in PubChem BioAssay.
